KDM5B inhibitor = inhibitors of human KDM5B histone demethylase; KDM5B demethylase, FDH-coupled NADH fluorescence (FDH is formaldehyde dehydrogenase); hit rate 2.6% among 220,000; AID 1347165; Potency, µM (doses to about 57.7 µM), for inactives: at the highest dose activity change, negative = inhibition, actives largely listed as inhibitors; active = well fitted inhibition curve with a large enough effect; inconclusive = small, poorly fitted or top-dose-only effect; inactive = no such curve, though single readings can be large or run the other way; also: 0% is about no effect; nearly all actives have a fitted effect of over 70% in size
Target sequence (Q9UGL1 whole entry, looked up): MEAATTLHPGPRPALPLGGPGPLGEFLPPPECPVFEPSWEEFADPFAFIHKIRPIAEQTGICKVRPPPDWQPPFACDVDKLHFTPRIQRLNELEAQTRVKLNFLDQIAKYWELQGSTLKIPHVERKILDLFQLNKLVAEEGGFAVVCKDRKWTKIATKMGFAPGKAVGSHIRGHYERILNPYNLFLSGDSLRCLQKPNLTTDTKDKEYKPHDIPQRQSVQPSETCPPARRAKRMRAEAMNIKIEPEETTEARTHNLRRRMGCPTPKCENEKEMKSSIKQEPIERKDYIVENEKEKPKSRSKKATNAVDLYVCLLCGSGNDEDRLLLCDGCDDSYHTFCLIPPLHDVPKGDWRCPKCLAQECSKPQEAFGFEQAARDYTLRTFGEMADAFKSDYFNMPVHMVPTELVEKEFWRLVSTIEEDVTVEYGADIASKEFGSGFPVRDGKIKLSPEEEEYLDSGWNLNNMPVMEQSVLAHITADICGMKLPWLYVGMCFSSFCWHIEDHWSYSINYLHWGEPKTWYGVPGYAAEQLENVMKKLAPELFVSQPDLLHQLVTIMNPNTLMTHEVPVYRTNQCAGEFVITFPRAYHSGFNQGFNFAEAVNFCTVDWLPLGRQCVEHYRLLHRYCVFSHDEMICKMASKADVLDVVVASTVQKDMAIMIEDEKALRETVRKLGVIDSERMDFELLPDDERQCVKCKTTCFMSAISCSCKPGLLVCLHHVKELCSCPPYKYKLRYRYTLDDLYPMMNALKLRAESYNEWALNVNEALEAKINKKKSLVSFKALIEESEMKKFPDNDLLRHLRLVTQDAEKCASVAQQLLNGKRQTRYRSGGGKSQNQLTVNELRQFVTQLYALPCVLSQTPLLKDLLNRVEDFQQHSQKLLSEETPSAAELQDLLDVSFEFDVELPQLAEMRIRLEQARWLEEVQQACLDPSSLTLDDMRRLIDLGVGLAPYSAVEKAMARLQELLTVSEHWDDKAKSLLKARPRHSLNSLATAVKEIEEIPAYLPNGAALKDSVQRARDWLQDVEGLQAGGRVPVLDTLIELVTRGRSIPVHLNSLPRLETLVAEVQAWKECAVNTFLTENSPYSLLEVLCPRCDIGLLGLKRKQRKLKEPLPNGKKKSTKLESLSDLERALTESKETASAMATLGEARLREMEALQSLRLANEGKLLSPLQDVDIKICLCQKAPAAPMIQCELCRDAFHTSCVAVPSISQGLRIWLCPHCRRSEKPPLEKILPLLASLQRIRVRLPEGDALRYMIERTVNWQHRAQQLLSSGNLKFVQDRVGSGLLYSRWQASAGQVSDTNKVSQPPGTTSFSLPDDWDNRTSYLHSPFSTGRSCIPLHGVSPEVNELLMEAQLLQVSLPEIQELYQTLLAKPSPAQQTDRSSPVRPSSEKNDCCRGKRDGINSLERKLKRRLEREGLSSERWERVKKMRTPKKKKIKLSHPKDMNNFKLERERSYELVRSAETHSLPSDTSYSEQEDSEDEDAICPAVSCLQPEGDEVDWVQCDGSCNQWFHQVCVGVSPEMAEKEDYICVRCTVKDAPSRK
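Coupled FDH/NAD⁺ fluorescence readout. KDM5BΔAP 200 nM final; compound titration, 10 min RT preincubation; substrate mix 12.5 µM H3K4me3, 25 µM 2-OG, 50 µM Fe(II), 100 µM ascorbate, 0.25 mM NAD⁺, 0.25 U/mL FDH; ΔRFU over 30 min.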
* = called active by the depositor; ? = inconclusive; [ ] = remark or other dose. Potency is read from the fitted curve at half-maximal effect. An excerpt, so the mix of outcomes need not match the whole.

SMILES	KDM5B inhibitor
Cc1cc(C)c(C(=O)NC2CC2)c(C)c1	-7.0%
COc1cccc(C(=O)C(C#N)C(=O)Nc2ccccc2)c1 (stereo not given)	3.6%
CCOc1ccc(C(=O)Nc2cc(-c3nc4ccccc4o3)ccc2C)cc1[N+](=O)[O-]	11.9%
CN(Cc1ccccc1)C1CCN(Cc2ccc(Cl)cc2)CC1	?
COc1ccc(Oc2ncnc3c2oc2ccccc23)cc1	-8.2%
CN1C[C@@H](NC(=O)c2ccc(F)cc2)C[C@H]1c1nc(-c2ccc(OC(F)(F)F)cc2)no1	-12.6%
Cc1ccc(N2CC(c3noc(-c4ccsc4)n3)CC2=O)cc1 (stereo not given)	-11.6%
CC(C)(C)c1ccc(C(CNC(=O)c2cc3ccccc3oc2=O)N2CCCC2)cc1 (stereo not given)	-19.9%
O=C(c1cccc(F)c1)N1CCN(C(=O)c2nnn3c2COC(c2ccccc2)C3)CC1 (stereo not given)	-13.6%
COc1cc(OC)c(NC(=O)CCc2ncc(-c3ccccc3)o2)cc1Cl	6.5%
COC(=O)c1cccc(NC(=O)c2c(OC)cc(=O)n3c2CCCC3)c1	-14.4%
COc1ccc(Cl)cc1NC(=O)CCNS(=O)(=O)c1cccc2nonc12	3.9%
CC(C)CN1C(=O)c2cccn2CC1C(=O)NCc1ccc(OC(C)C)cc1 (stereo not given)	-42.0%
Cc1ccc(-c2cc3c(nn2)-c2ccccc2C3=O)cc1	17.8%
CC1CC1C(=O)NCCC(=O)Nc1ccc(C#N)cc1 (stereo not given)	24.8%
COCCOC1CCOC2(CCN(C(=O)c3ccc(OC)nc3)CC2)C1 (stereo not given)	53.8%[activator]
Cc1cnc(CCNC(=O)C2CCCC2)n1C1CC1	21.6%
O=C(CSC12CC3CC(CC(C3)C1)C2)NC1CC1	26.9%
Cc1onc(-c2ccccc2)c1CNC(=O)Nc1ccc(C(F)(F)F)cc1	12.6%
CCCCN(C)Cc1ccc(OCc2ccccc2)c(OC)c1	-27.6%
N#Cc1ccc(S(=O)(=O)Nc2ccc3ccccc3n2)cc1	?
O=C1NC(=NC2CCCCC2)C2(CCCN(Cc3ccc(F)cc3)C2)N1c1cc(F)cc(F)c1 (stereo not given)	0.5%[115 µM]
CCCOc1ccc(CN2CCc3nc(N(C)C)[nH]c(=O)c3CC2)cc1OC	-3.4%
CC(=O)c1ccc(NC(=O)c2ncn(-c3ccccc3)n2)cc1	4.7%
Cc1ncc2n1C(=O)N(C1CCN([S+](=O)([O-])c3cccc(C(F)(F)F)c3)CC1)C2	9.3%
CN(C)CCNc1nnnc2c1sc1nc(N3CCOCC3)c3c(c12)CC(C)(C)OC3	-1.0%
CCOc1ccc(-c2cc(C(=O)N3CCCC3c3nncn3C(C)C)[nH]n2)cc1 (stereo not given)	-9.6%
CCNC(=O)NC(=O)C(C)Sc1cc(C)c2cccc(C)c2n1 (stereo not given)	12.3%
Cc1ccc([C@@H]2CN(C(=O)c3c(-c4ccccc4)noc3C)C[C@H]2N(C)C)cc1	-11.1%
COC[C@@H]1CN(C(=O)c2ncccc2C)C[C@H]1C(N)=O	9.5%
COc1ccc(OC)c(S(=O)(=O)NCCS(=O)(=O)N2CCN(c3ccccc3F)CC2)c1	-21.3%
COc1ccc(-c2nc3c(c(=O)[nH]2)CCN(C(=O)COc2ccc(F)c(F)c2)C3)cc1	22.4µM*
O=C(Nc1ccc(F)cc1)c1cc2cc(F)ccc2[nH]1	?
CN(Cc1cn(-c2ccccc2)nn1)Cc1nnc(-c2ccccc2)o1	-17.4%
O=C(CSc1oc(-c2ccccc2)nc1S(=O)(=O)c1ccc(Br)cc1)c1ccccc1	-24.5%
NC(N)=NC(N)=Nc1cccc2ccccc12	21.0%
Cc1cccc(C)c1OCC(=O)NC1CC1	3.6%
COCC(=O)NCC(=O)N1CCCCCNC(=O)CC1c1ccccc1 (stereo not given)	27.5%
CCOc1ccc(-c2cc(C(=O)NCCOC)c3ccccc3n2)cc1	?
O=C(c1ccc(-n2cnnn2)cc1)N(CCc1cccs1)Cc1cccs1	-3.0%

Marked active in KDM5B inhibitor (from the list above):
SMILES	KDM5B inhibitor
COc1ccc(-c2nc3c(c(=O)[nH]2)CCN(C(=O)COc2ccc(F)c(F)c2)C3)cc1	22.4µM*

The listing picks up, repeating the two entries before the break.
SMILES	KDM5B inhibitor
CCOc1ccc(-c2cc(C(=O)NCCOC)c3ccccc3n2)cc1	?
O=C(c1ccc(-n2cnnn2)cc1)N(CCc1cccs1)Cc1cccs1	-3.0%
COC(=O)c1ccc(COC(=O)Cc2c(Cl)cccc2Cl)cc1	-8.4%
O=C(CCc1ncc(-c2ccccc2F)o1)NCc1ccc2c(c1)OCO2	-13.3%
Cc1nc2c(c(-c3ccc(Cl)cc3)n1)CCN(C(=O)N(C)C)CC2	-24.6%
Cc1nn2c(c1-c1ccnn1C(C)C)N(C(=O)c1ccc(F)cc1)CCC2	-6.3%[86.2 µM]
CC(C)c1ccc(NC(=O)Cc2ccc(NC(=O)N3CCCCc4ccccc43)cc2)cc1	?
CCc1ccccc1NC(=O)CSc1nc(-c2cccc(Cl)c2)nc2c1Cc1c(CO)cnc(C)c1O2	0.6%
CC(=O)c1ccc(NS(=O)(=O)c2ccc(-c3cc(C)no3)s2)cc1	-32.1%
Cc1ccc(-c2nsc(NC(=O)c3oc4ccccc4c3C)n2)s1	7.6%
COc1ccc(NC(=S)N2CCN(S(=O)(=O)c3ccccc3)CC2)cc1	2.6%
COc1ccccc1NC(=O)COC(=O)c1cc(C)nc2ccccc12	-14.0%
N#Cc1cccc(CN[C@H]2[C@H](O)[C@H](O)C[C@@H]2c2ccc(C(F)(F)F)nc2)c1	-20.3%[86.2 µM]
CCCCOc1ccc(NC(=O)C(C)Sc2ncnc3nc[nH]c23)cc1 (stereo not given)	-12.2%
O=C(Cn1cccc1C(=O)c1ccccc1)NCc1ccc(Cl)cc1	1.1%
CCOc1ccc(C(=O)N2CC(C(=O)NC3CCCCC3)C3(CCOCC3)C2)cc1 (stereo not given)	9.8%
CCc1ncc(-c2c(-c3ccccc3)ncn2CCCOc2cccnc2)cn1	-17.6%
CCCSc1ncc(Cl)c(C(=O)Nc2ccc(S(=O)(=O)N3CCCC(C)C3)cc2)n1 (stereo not given)	?
O=S(=O)(c1cccc2nsnc12)N1CCCCCC1c1cccc(F)c1 (stereo not given)	1.1%
O=C1COc2ccc(-c3cncnc3)nc2CN1CCOc1ccccc1	8.0%[86.2 µM]
O=C(Cn1c(SCC(=O)Nc2ccc(F)cc2)nc2ccccc21)NCc1ccc(Cl)cc1	3.1%
C=CCOC(=O)C1=C(C)N=C2SC=C(CC(=O)NC3CC3)N2C1c1cc(C)ccc1C (stereo not given)	?

Retrieved by structure from above (4):
SMILES	KDM5B inhibitor
O=C1NC(=NC2CCCCC2)C2(CCCN(Cc3ccc(F)cc3)C2)N1c1cc(F)cc(F)c1 (stereo not given)	0.5%[115 µM]
CC(C)c1ccc(NC(=O)Cc2ccc(NC(=O)N3CCCCc4ccccc43)cc2)cc1	?
COc1ccc(OC)c(S(=O)(=O)NCCS(=O)(=O)N2CCN(c3ccccc3F)CC2)c1	-21.3%
O=C(Cn1c(SCC(=O)Nc2ccc(F)cc2)nc2ccccc21)NCc1ccc(Cl)cc1	3.1%

Remaining list, next part.
SMILES	KDM5B inhibitor
COc1ccc(Cl)cc1NC(=O)CSc1nncn2c1cc1oc(C)cc12	-9.2%
COCCCNc1ncnc2c1CN(c1cccnc1)C(=O)CN2C	-5.5%[86.2 µM]
CCOc1ccc(OCCC(=O)OCC(=O)Nc2c(C)cc(C)cc2Cl)cc1	7.8%
CCc1ccc(NC(=O)C2CCN(C(=O)c3ncn4c3COC(c3ccc(OC)cc3)C4)CC2)cc1 (stereo not given)	21.2%
O=[N+]([O-])c1cc(S(=O)(=O)Nc2ccccc2)ccc1N/N=C/c1cn(-c2ccccc2)nc1-c1cccs1	-5.9%
COc1ccc(C2=NOC(COc3ccc([N+](=O)[O-])cc3)C2)cc1 (stereo not given)	18.5%
CCn1c(SCC(=O)Nc2cccc(Cl)c2)nnc1-c1nonc1NC(C)=O	-4.4%
O=C(O)CSCc1ccc(Cl)c(Cl)c1	-13.9%
CCN(CC)S(=O)(=O)c1ccc2c(c1)cc(C(=O)NCCc1ccco1)n2C	1.9%
Cc1noc(-c2cccc(OC3CN(C(=O)NCCc4ccccc4)C3)c2)n1	11.7%
Cc1cccc(C)c1NC(=O)CSc1nc2nc(C)c(Br)cc2[nH]1	?
CCN(CC)C(=O)c1sc2c(c1C)c(=O)n(-c1ccc(OC)cc1OC)c(=O)n2Cc1cc(C)ccc1C	-23.0%
CC(=O)Nc1nc2ccccc2n1Cc1ccc(Cl)cc1	-6.6%
CN(C)c1ccc(C(CNS(=O)(=O)c2cc(F)ccc2F)N2CCOCC2)cc1 (stereo not given)	-10.0%
O=C(Cn1c(=O)oc2cc(S(=O)(=O)NCc3ccccc3)ccc21)N(CCO)Cc1ccccc1	13.0%
CN1CCC2(CC1)Cc1ccccc1CN(C(=O)CN)C2	36.5%[activator][149 µM]
O=C(CN1CCN(Cc2ccccc2F)C1=O)NCc1ccccc1	-15.2%
CCOC(=O)CCNC(=O)N1[C@@H]2CC[C@H]1CC(NC(=O)c1ccc(F)cc1)C2 (stereo not given in full)	24.2%
O=C(C1CC2(CCNCC2)CN1)N(CCc1ccccc1)Cc1cccnc1 (stereo not given)	0.1%
Cc1ccc(N2CC(c3nc(-c4ccccc4C)no3)CC2=O)cc1 (stereo not given)	-4.7%

The last two entries of the section before are carried over, then new ones follow.
SMILES	KDM5B inhibitor
O=C(C1CC2(CCNCC2)CN1)N(CCc1ccccc1)Cc1cccnc1 (stereo not given)	0.1%
Cc1ccc(N2CC(c3nc(-c4ccccc4C)no3)CC2=O)cc1 (stereo not given)	-4.7%
COc1ccc(Cn2c(=O)n(-c3ccccc3C)c(=O)c3c4c(sc32)CN(C(C)=O)CC4)cc1	-18.9%
Cc1ccc(N2CCN(C(=O)c3cc4ccccc4oc3=O)CC2)cc1Cl	-9.4%
O=C(NCc1ccccc1F)c1ccc2c(c1)CN(Cc1ccc3c(c1)CCO3)CCO2	-15.0%
C#CCNC(=O)C[C@@H]1c2nc(NC(=O)c3ccc(OC)cc3)sc2C[C@@H]2[C@](C)(CO)[C@H](O)CC[C@]21C	?
CCN(C(=O)c1c(C)oc2ncnc(N3CCCCC3)c12)c1cc(C)ccc1C	3.4%
Cc1cccc(OCC2(CNCc3cnn(C)c3)C[C@@H](O)[C@@H](O)C2)n1 (stereo not given in full)	?
CCOC(=O)Cn1c(=O)c(C#N)cn(C(C)C)c1=O	22.4%
Oc1ccc(N=CCCc2ccccc2)cc1	-8.8%
O=C(N/N=C/C(Br)=C/c1ccccc1)c1ccccc1F	-14.2%
CCNC(=O)CN(CC)C(=O)c1n[nH]c(=O)c2ccccc12	-10.9%
CC(C)(C)CN1CCC2(Cc3ccccc3CNC2=O)C1 (stereo not given)	-13.0%[149 µM]
COc1ccc(OC)c(C2CCCN2C(=O)CSc2n[nH]c(-c3ccccc3)n2)c1 (stereo not given)	12.2%
Cc1csc(Nc2ccc3c(n2)CN(Cc2ccc(F)cc2)C(=O)CO3)n1	-27.1%[86.2 µM]
CN(C)CCNC(=O)c1cc2c(n1C)CCN(Cc1ccc(F)cc1)C2	?
COCCNC(=O)[C@@H]1C[C@@H](c2ccc(F)cc2)N([S+](=O)([O-])c2ccccc2)C1	2.0%[86.2 µM]
Fc1ccc2c(c1)-c1c(cnc3cc(-c4ccc(Cl)cc4)nn13)CO2	-19.6%
COc1ccc(CC(=O)N2CC(C(=O)NCCc3ccncc3)C3(CCOCC3)C2)cc1 (stereo not given)	-0.7%
CCCOc1ccccc1NC(=O)c1cc2cccc(OC)c2oc1=O	7.1%
O=C(C1CC=CC1)N1CCc2nn(Cc3ccccc3)c(=O)n2CC1	17.6%
CC(C)(C)c1ccccc1NC(=O)c1cnn2c(C(F)F)cc(-c3ccccc3)nc12	190.3%[activator]
Cc1ccc(CN2C(=O)OC(c3cccc(NC(=O)c4ccc(F)cc4)c3)C2C(=O)NC2CC2)cc1 (stereo not given)	6.2%
O=C(NC1CCCCC1)O[C@@H]1CO[C@H]2[C@@H]1OC[C@@H]2n1nnnc1-c1ccc2c(c1)OCCO2	13.5%
Cc1cc(OCC(=O)Nc2ccc(-c3nc4cc(Cl)ccc4o3)cc2)cc(C)c1Cl	-2.0%
COc1ccc(C2=NOC3(CCCN([S+](=O)([O-])c4cccc(OC)c4)C3)C2)cc1 (stereo not given)	2.6%[115 µM]
CC1(C)C[C@@H](O)CC2(C1)C[C@]1(C)CC(O)[C@H]2C(C)(C)C1 (stereo not given in full)	-7.1%
CC(Sc1nc2cc(S(=O)(=O)N3CCCCC3)ccc2o1)C(=O)Nc1cccc(Cl)c1 (stereo not given)	-5.4%
CCOC(=O)c1c(C)oc2ncnc(Nc3cc(C)cc(C)c3)c12	13.3%
Cc1ccc(-c2nnc(SCC(=O)N3CCC(C)CC3)n2N)cc1	2.2%
CC(OC(=O)C1CCN(S(=O)(=O)c2ccc(C(C)(C)C)cc2)CC1)C(=O)N(C)C1CCCCC1 (stereo not given)	18.8%
CC(C)Cn1c(C2CC(=O)N(c3ccccc3Cl)C2)nc2ccccc21 (stereo not given)	-41.3%
CCOC(=O)N1CCN(C(=O)C[C@H]2C[C@@]3(C(=O)OC)C(=C[C@H](C4CCCC4)O[C@@H]3C)N(Cc3cccc4ccccc34)C2=O)CC1	14.7%
CC(C)CCC1(CCNC(=O)c2cccs2)CCOC(C)(C)C1 (stereo not given)	-0.6%
CSc1nnc(NC(=O)c2cc(=O)c3cc(Cl)c(C)cc3o2)s1	-18.0%
CCNc1c(NC(=O)c2cccc(Cl)c2)c(=O)oc2ccccc12	4.9%
CC(C)C(=O)Nc1ccc(-c2csc(NCc3ccco3)n2)cc1	-1.9%
CCCCc1c(C)[nH]n(-c2nc(C)c(C(=O)Nc3cccc(OC)c3)s2)c1=O	11.2%
CN(C)CCCN(CC1CCOC(C)(C)C1)C(=O)c1ccco1 (stereo not given)	18.0%

Screening results deposited in PubChem BioAssay by National Center for Advancing Translational Sciences (NCATS).
